PvdQ acylase: P. aeruginosa PvdQ acylase inhibitors, primary screen, biochemical, fluorescence, plate reader and imaging, single point | PvdQ acylase [Pseudomonas aeruginosa LESB58] | purified PvdQ acylase | inhibition, % at 10 µM | 0.063% of 340,000 active | AID 488965, 2010; in the data active = inhibition above about 30%, passing the limit was not always enough;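 also: 0% = vehicle neutral wells and 100% = reference inhibitor wells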
RTF Ca sens act: cardiac RTF calcium sensitivity activators, primary screen, biochemical, IANBD-TnC fluorescence, EC20 calcium; IANBD-labeled TnC RTF fluorescence at EC20 calcium; 0% EC20 calcium, 100% full calcium; activation, % at 7.2 µM; 0.24% of 340,000 active;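 active = activation above the mean over all tested compounds plus 3 SD, cut at about 30% in these data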;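 also: rise in fluorescence read as greater calcium sensitivity of cardiac thin filaments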
SR-BI HDL uptake: inhibitors of SR-BI mediated HDL lipid uptake, primary screen, ldlA[mSR-BI] cells, fluorescence, single point; Scavenger receptor class B member 1 (Mus musculus), Q61009; ldlA[mSR-BI] CHO cells, DiI-HDL uptake fluorescence, 3 h; inhibition, % at 12.5 µM; 0.96% of 320,000 active;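 active = mean replicate inhibition of at least 70% and a set share of replicates each scoring 70 or more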;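 also: 0% = median of neutral control wells and 100% = median of positive control wells; values of inactives mirror those of a sister screen read the other way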
CDK5 p35 inh: inhibitors of human CDK5/p35 kinase, primary screen, biochemical, single concentration; Cyclin-dependent kinase 5 (Homo sapiens) + Cyclin-dependent kinase 5 activator 1 (Homo …; Recombinant CDK5/p35, ADP-Glo luminescence, 60 min; inhibition, % at 10 µM; 0.01% of 330,000 active; AID 488839, 2010;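 active = highest replicate inhibition of at least 50% and at least 75% of replicates reaching 50%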;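 also: plate controls were DMSO neutral control for no effect and GW8510 at 10 µM for full effect; many of its hits are not listed in these tables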
Rtt109 HAT inh: inhibitors of C. albicans Rtt109/Vps75 HAT, primary screen, biochemical, ThioGlo CoA-SH fluorescence, plate reader | 0.16% of 330,000 active | inhibition, % at 34.9 µM | purified Rtt109/Vps75, 4 h | AID 540336, 2011 | Histone acetyltransferase RTT109 (Candida albicans (strain SC5314 / ATCC MYA-2876)), …;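 active = inhibition of at least 50% in every replicate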
Target sequence (Q5AAJ8 whole entry, looked up): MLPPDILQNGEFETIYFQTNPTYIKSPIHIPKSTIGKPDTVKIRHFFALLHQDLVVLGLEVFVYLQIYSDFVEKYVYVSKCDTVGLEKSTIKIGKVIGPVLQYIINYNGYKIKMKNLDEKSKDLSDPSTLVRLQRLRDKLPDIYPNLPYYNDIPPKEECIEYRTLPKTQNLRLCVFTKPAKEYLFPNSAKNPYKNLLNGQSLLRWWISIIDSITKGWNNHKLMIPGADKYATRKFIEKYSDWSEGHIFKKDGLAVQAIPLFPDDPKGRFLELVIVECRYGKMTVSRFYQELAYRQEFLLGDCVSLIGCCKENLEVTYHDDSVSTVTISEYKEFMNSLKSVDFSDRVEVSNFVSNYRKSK
Wnt act: Wnt/beta-catenin pathway activators, primary screen, cell-based, plate reader, single point; activation, % at 9.35 µM; AID 743398, 2014; 1.2% of 300,000 active; Wnt/beta-catenin reporter cell assay, activator; in the data active = activation above about 30%, passing the limit was not always enough;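 also: 0% = neutral control wells and 100% = positive control wells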
SR-BI uptake up: activators of SR-BI mediated DiI-HDL uptake, primary screen, ldlA[mSR-BI] CHO cells, DiI fluorescence; 0.096% of 320,000 active; 3 h; 100 = double the neutral-control signal; activation, % at 12.5 µM;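 active = mean replicate activation of at least 60% and every replicate at or above 60%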;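 also: 0% = median plate neutral-control signal and 100% = twice that signal; values of inactives mirror those of a sister screen read the other way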
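Test system: SR-BI-overexpressing, LDLR-lacking CHO cells; Medium: Ham's F12 with 0.5% BSA, HEPES 25 mM, pH 7.4; Schedule: 3 h, 37 °C; Technique: bottom-read fluorescence, 550/595 nm.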
HTR5A ag: HTR5A agonists in luminescence cell assay, primary screen, counter-screen for OPRM1-OPRD1 heterodimer agonist project, full-deck HTS; 5-hydroxytryptamine receptor 5A (Homo sapiens), P47898; cell-based; activation, % at 9.3 µM; 0.61% of 340,000 active; in the data active = activation mostly above about 9.5%, no sharp cut-off; inactive = mostly below about 7.6%;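 also: 0% = cells with vehicle only and 100% = reference agonist; strong numbers were not always called active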
Target sequence (P47898 whole entry, looked up): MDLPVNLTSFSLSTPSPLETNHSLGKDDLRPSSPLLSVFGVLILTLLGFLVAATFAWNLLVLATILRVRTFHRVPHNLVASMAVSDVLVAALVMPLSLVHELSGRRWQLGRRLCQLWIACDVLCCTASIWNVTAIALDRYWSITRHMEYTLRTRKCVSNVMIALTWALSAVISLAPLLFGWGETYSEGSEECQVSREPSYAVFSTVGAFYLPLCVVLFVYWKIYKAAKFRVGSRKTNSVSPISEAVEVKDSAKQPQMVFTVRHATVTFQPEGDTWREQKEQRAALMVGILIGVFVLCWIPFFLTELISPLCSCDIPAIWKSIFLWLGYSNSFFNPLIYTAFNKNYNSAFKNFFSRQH
dFosB act: activators of delta FosB homodimer, primary screen, biochemical, fluorescence polarization, TAMRA-CDK5 oligo, single point | 0.99% of 340,000 active | Protein FosB (Mus musculus), P13346 | activation, % at 25 µM | AID 493131, 2011 | purified delta FosB; percent of positive-control signal above neutral wells;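 active = mean activation above about 17%, with every replicate also reaching it, limit read from the data, passing the limit was not always enough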;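 also: fluorescence polarization rise as delta FosB binds a TAMRA Cdk5 AP-1 oligo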
Target sequence (P13346 whole entry, looked up): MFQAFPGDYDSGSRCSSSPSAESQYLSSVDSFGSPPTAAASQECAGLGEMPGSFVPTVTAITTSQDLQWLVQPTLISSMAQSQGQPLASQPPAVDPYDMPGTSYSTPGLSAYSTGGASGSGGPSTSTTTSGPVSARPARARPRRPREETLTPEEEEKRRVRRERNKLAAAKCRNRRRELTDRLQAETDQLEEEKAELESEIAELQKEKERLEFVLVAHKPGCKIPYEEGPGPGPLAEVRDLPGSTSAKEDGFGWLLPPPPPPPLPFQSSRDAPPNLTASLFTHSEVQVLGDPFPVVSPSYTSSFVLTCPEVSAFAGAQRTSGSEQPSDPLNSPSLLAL
MITF TRPM1 HTS: activators of MITF-driven TRPM1 promoter reporter, primary screen, cell-based, SK-MEL-5, luciferase, single point; SK-MEL-5 TRPM1-promoter luciferase, 24 h; % of positive control, neutral wells = 0; activation, % at 12.5 µM; 0.75% of 300,000 active;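 active = mean activation of at least 80% with every replicate also reaching 80%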;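 also: 0% = neutral control wells and 100% = parthenolide positive control wells; values of inactives mirror those of a sister screen read the other way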
An asterisk follows results filed as active; & = joins results of further samples.

`CCC(C)n1c(=N)c(C#N)cc2c(=O)n3cccc(C)c3nc21` (stereo not drawn) gave PvdQ acylase -7, RTF Ca sens act 2, SR-BI HDL uptake -16, CDK5 p35 inh 0.0, Rtt109 HAT inh -34, Wnt act -2, SR-BI uptake up 16, HTR5A ag 0, dFosB act -14 and MITF TRPM1 HTS 7.
Screening CC(Sc1nc2ccccc2s1)C(=O)N(C)Cc1ccccc1 (stereo not drawn) returned PvdQ acylase -16, RTF Ca sens act -2, CDK5 p35 inh 1.0, Rtt109 HAT inh 0, Wnt act 1, HTR5A ag 2, dFosB act 0 and MITF TRPM1 HTS -5.
Screening CC(=O)Oc1ccc(/C=C2\N=C(C3CCCCC3)OC2=O)cc1 returned PvdQ acylase -8, RTF Ca sens act 5, SR-BI HDL uptake -23, CDK5 p35 inh -3.3, Rtt109 HAT inh -2, Wnt act 3, SR-BI uptake up 23, HTR5A ag -2, dFosB act -8 and MITF TRPM1 HTS -3.
Screening COc1ccc2oc(C(=O)Nc3nccs3)c(C)c2c1 returned PvdQ acylase -11, RTF Ca sens act -6, SR-BI HDL uptake -3, CDK5 p35 inh -1.6, Rtt109 HAT inh -2, Wnt act 50*, SR-BI uptake up 3, HTR5A ag 9, dFosB act -5 and MITF TRPM1 HTS 73.
COc1cccc(C(=O)NC(=S)Nc2ccc(Cl)c(C(=O)O)c2)c1 was read as PvdQ acylase 10, RTF Ca sens act -4, SR-BI HDL uptake -13, CDK5 p35 inh 0.4, Rtt109 HAT inh -2, Wnt act 1, SR-BI uptake up 13, HTR5A ag 1 and dFosB act -5.
CCc1ccccc1N(C)C(=O)CCc1nc(-c2ccc(C)cc2)no1 was read as PvdQ acylase -7, RTF Ca sens act -3, SR-BI HDL uptake 1, CDK5 p35 inh 0.0, Rtt109 HAT inh -3, SR-BI uptake up -1, HTR5A ag 3 and dFosB act -11.
`Cc1ccc(NC(=O)COC(=O)CSCC(=O)Nc2cc(C)on2)c(C)c1` gave PvdQ acylase -13, RTF Ca sens act -4, SR-BI HDL uptake -1, CDK5 p35 inh -0.2, Rtt109 HAT inh 0, Wnt act 2, SR-BI uptake up 1, HTR5A ag 1, dFosB act 1 and MITF TRPM1 HTS 6.
For COc1ccccc1NC(=O)CSc1nnc(CNC(=O)COc2ccc(Cl)cc2)o1 the results were PvdQ acylase 6, RTF Ca sens act 2, SR-BI HDL uptake 30, CDK5 p35 inh 1.0, Rtt109 HAT inh -4, Wnt act -5&-2, SR-BI uptake up -30, HTR5A ag 0, dFosB act -6 and MITF TRPM1 HTS 5.
`O=C(NC(Cc1c[nH]c2ccccc12)C(=O)N/N=C/c1cccc2ccccc12)c1cccs1` (stereo not drawn) gave PvdQ acylase 3, RTF Ca sens act 1, SR-BI HDL uptake 31, CDK5 p35 inh -1.1, Rtt109 HAT inh 6, Wnt act -2, SR-BI uptake up -31, HTR5A ag 1, dFosB act 2 and MITF TRPM1 HTS -4.
Screening COCCn1c(C(F)(F)F)ccc(NC(=O)c2ccccc2)c1=O returned PvdQ acylase -4, RTF Ca sens act -1, CDK5 p35 inh -0.7, Rtt109 HAT inh 9, Wnt act 17, HTR5A ag 8, dFosB act -5 and MITF TRPM1 HTS 65.
For CC(C)c1ccc(CN(C)C(=O)c2ccc(S(=O)(=O)NCc3ccco3)cc2)cc1 the results were PvdQ acylase -3, RTF Ca sens act 10, SR-BI HDL uptake 13, CDK5 p35 inh 0.5, Rtt109 HAT inh -4, Wnt act 34*, SR-BI uptake up -13, HTR5A ag -2 and dFosB act -15.
For Cc1nc(SCc2ccc(C(=O)O)cc2)nc2c1CCCC2 the results were PvdQ acylase 14, RTF Ca sens act 5, SR-BI HDL uptake 16, CDK5 p35 inh 1.0, Rtt109 HAT inh 16, Wnt act -1, SR-BI uptake up -16, HTR5A ag 1, dFosB act -2 and MITF TRPM1 HTS 4.
For COCCCNC(=O)Cn1cnc2c(NCc3ccccc3)ncnc21 the results were PvdQ acylase -3, RTF Ca sens act -1, SR-BI HDL uptake 3, CDK5 p35 inh 0.8, Rtt109 HAT inh 1, Wnt act -2, SR-BI uptake up -3, dFosB act -4 and MITF TRPM1 HTS 4.
CC(C)N(C(=O)CN1CCN(C(=O)C2COc3ccccc3O2)CC1)C(C)C (stereo not drawn) was read as PvdQ acylase -7, RTF Ca sens act -1, SR-BI HDL uptake -2, CDK5 p35 inh 0.3, Rtt109 HAT inh 2, Wnt act 0, SR-BI uptake up 2, HTR5A ag 3, dFosB act -1 and MITF TRPM1 HTS 5.
For Cc1cc(C)c2c(N)c(C(=O)NN)sc2n1 the results were PvdQ acylase -10, RTF Ca sens act 5, SR-BI HDL uptake 25, CDK5 p35 inh 1.4, Rtt109 HAT inh 0, Wnt act 4, SR-BI uptake up -25, HTR5A ag 4, dFosB act -9 and MITF TRPM1 HTS 17.
For COCCCNCCOCCOc1ccc(Cl)cc1C(C)(C)C the results were PvdQ acylase -9, RTF Ca sens act -5, SR-BI HDL uptake -8, Rtt109 HAT inh -8, Wnt act -4, SR-BI uptake up 8, HTR5A ag 4, dFosB act -7 and MITF TRPM1 HTS -1.
COc1ccc2oc(C(=O)OCC(=O)N3CC(C)CC(C)C3)c(C)c2c1 (stereo not drawn) was read as PvdQ acylase 5, RTF Ca sens act -9, SR-BI HDL uptake -2, CDK5 p35 inh -1.5, Rtt109 HAT inh 10, Wnt act -1, SR-BI uptake up 2, HTR5A ag 0, dFosB act -8 and MITF TRPM1 HTS -3.
`NS(=O)(=O)c1ccc(CCNC(=O)CCC2COc3ccccc3O2)cc1` (stereo not drawn) gave PvdQ acylase 6, RTF Ca sens act -3, SR-BI HDL uptake -12, CDK5 p35 inh -1.4, Rtt109 HAT inh -1, Wnt act -3, SR-BI uptake up 12, HTR5A ag 1, dFosB act 3 and MITF TRPM1 HTS 9.
`Cn1c(=O)[nH]c(=O)c2c1nc(N1CCCCCC1)n2CCOc1ccccc1` gave PvdQ acylase 30, RTF Ca sens act -5, SR-BI HDL uptake -2, CDK5 p35 inh -0.4, Rtt109 HAT inh 7, Wnt act 0, SR-BI uptake up 2, HTR5A ag 2, dFosB act -6 and MITF TRPM1 HTS 3.
O=C(COC(=O)c1cccnc1Nc1cccc(C(F)(F)F)c1)NC1CCS(=O)(=O)C1 (stereo not drawn) was read as PvdQ acylase 4, RTF Ca sens act 0, SR-BI HDL uptake 18, CDK5 p35 inh 3.8, Rtt109 HAT inh -6, Wnt act -1, SR-BI uptake up -18, HTR5A ag -1, dFosB act 1 and MITF TRPM1 HTS -21.
For COc1cc(OC)cc(C(=O)n2cnnc2N)c1 the results were PvdQ acylase -4, RTF Ca sens act -2, SR-BI HDL uptake -6, CDK5 p35 inh 0.5, Rtt109 HAT inh -6, SR-BI uptake up 6, HTR5A ag 1 and dFosB act -7.
`CCN(CC)S(=O)(=O)c1ccc(NC(=O)CN(c2cccc(C)c2)S(C)(=O)=O)cc1` gave PvdQ acylase 1, RTF Ca sens act -6, SR-BI HDL uptake 6, CDK5 p35 inh -0.2, Rtt109 HAT inh 4, Wnt act 3, SR-BI uptake up -6, HTR5A ag -3, dFosB act -15 and MITF TRPM1 HTS -7.
Cc1nn(CC(=O)NCCCN2CCN(Cc3ccccc3)CC2)c(=O)c2cc(-c3ccccc3)nn12 was read as PvdQ acylase 0, RTF Ca sens act -4, SR-BI HDL uptake -15, CDK5 p35 inh 0.6, Rtt109 HAT inh 2, Wnt act -1, SR-BI uptake up 15, HTR5A ag 3, dFosB act -1 and MITF TRPM1 HTS -4.
For COc1ccccc1N1CCN(/N=C/c2cc(OC)c(O)c(OC)c2)CC1 the results were PvdQ acylase -5, RTF Ca sens act -8, SR-BI HDL uptake 0, CDK5 p35 inh -2.3, Rtt109 HAT inh 6, Wnt act -1, SR-BI uptake up 0, HTR5A ag -1, dFosB act -9 and MITF TRPM1 HTS -1.
Screening O=C(CNC(=O)c1ccc(Br)o1)Nc1ccncc1 returned PvdQ acylase -4, RTF Ca sens act -4, SR-BI HDL uptake -25, CDK5 p35 inh -0.5, Rtt109 HAT inh 17, Wnt act 2, SR-BI uptake up 25, HTR5A ag -5, dFosB act -7 and MITF TRPM1 HTS -7.
`COc1cccc(CNC(=O)N[C@@H](C)C(=O)O)c1` gave PvdQ acylase -5, RTF Ca sens act -4, CDK5 p35 inh -1.5, Rtt109 HAT inh 4, Wnt act 4, HTR5A ag -1, dFosB act 4 and MITF TRPM1 HTS 1.
`COc1ccc(N(C(=O)COc2ccc(C)cc2)S(=O)(=O)c2ccc(C)cc2)cc1` gave PvdQ acylase 15, RTF Ca sens act 1, SR-BI HDL uptake -18, CDK5 p35 inh -0.7, Rtt109 HAT inh -5, Wnt act 0, SR-BI uptake up 18, HTR5A ag 0, dFosB act 2 and MITF TRPM1 HTS -17.
`CC(=O)N1CCN(S(=O)(=O)c2ccccc2)C1c1ccccc1` (stereo not drawn) gave PvdQ acylase 12, RTF Ca sens act 0, SR-BI HDL uptake -39, CDK5 p35 inh -0.5, Rtt109 HAT inh 4, Wnt act -5, SR-BI uptake up 39, HTR5A ag 0 and dFosB act 5.
Screening Cc1nc(NS(=O)(=O)c2ccccc2)sc1NC(=O)Nc1ccccc1 returned PvdQ acylase 3, RTF Ca sens act -3, SR-BI HDL uptake -4, CDK5 p35 inh -1.5, Rtt109 HAT inh 7, Wnt act -5, SR-BI uptake up 4, HTR5A ag -3, dFosB act 2 and MITF TRPM1 HTS 7.
COc1cc2c(cc1OC)CC(=O)NC=C2 was read as PvdQ acylase 10, RTF Ca sens act 5, SR-BI HDL uptake -15, CDK5 p35 inh -0.1, Rtt109 HAT inh -3, Wnt act 0, SR-BI uptake up 15, HTR5A ag -3, dFosB act 5 and MITF TRPM1 HTS 7.

Part of the list above in order of length of the SMILES, largest number first.
Screening Cc1nc(NS(=O)(=O)c2ccccc2)sc1NC(=O)Nc1ccccc1 returned PvdQ acylase 3, RTF Ca sens act -3, SR-BI HDL uptake -4, CDK5 p35 inh -1.5, Rtt109 HAT inh 7, Wnt act -5, SR-BI uptake up 4, HTR5A ag -3, dFosB act 2 and MITF TRPM1 HTS 7.
`CC(=O)N1CCN(S(=O)(=O)c2ccccc2)C1c1ccccc1` (stereo not drawn) gave PvdQ acylase 12, RTF Ca sens act 0, SR-BI HDL uptake -39, CDK5 p35 inh -0.5, Rtt109 HAT inh 4, Wnt act -5, SR-BI uptake up 39, HTR5A ag 0 and dFosB act 5.
COc1cc2c(cc1OC)CC(=O)NC=C2 was read as PvdQ acylase 10, RTF Ca sens act 5, SR-BI HDL uptake -15, CDK5 p35 inh -0.1, Rtt109 HAT inh -3, Wnt act 0, SR-BI uptake up 15, HTR5A ag -3, dFosB act 5 and MITF TRPM1 HTS 7.

Bioassay records as filed in PubChem.
